Lipid droplet: modulators of hepatic lipid droplet formation; AML12 mouse hepatocytes, oleate lipid droplets, BODIPY imaging; inhibition, % at 6.5 µM; actives 0.4% (n = 240,000); AID 1656;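 active = lipid droplet intensity inhibited by at least 50%, with more than 500 cells counted; inconclusive = wells with under 300 cells, treated as cytotoxic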
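System: AML12 hepatocytes (mouse). Probe or stimulus: oleic acid at 100 µM to induce lipid droplet formation. Times: overnight treatment with compound plus oleate. Detection: Image-based BODIPY and DAPI two-channel analysis. Evaluation: percent inhibition of filter-corrected integrated lipid droplet intensity per well.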
AID2073: disruptors of CaV2.2 binding to Mint1 – biochemical, HTRF (AID 2073); inhibition, % at 20 µM, or IC50 in µM where a hit was titrated; actives 0.19% (n = 290,000); HTRF protein-protein interaction, Mint1-CaV2.2; higher % means a stronger effect; in the data active = inhibition mostly above about 51%, no sharp cut-off; inconclusive = no clear call, values can overlap the other calls; inactive = mostly below about 53%; also: some results filed as inactive read as strong as hits
LYP phosphatase: inhibitors of LYP phosphatase, biochemical, fluorescence intensity, uHTS (AID 1779); actives 0.054% (n = 290,000); inhibition, % at 11.5 µM; hits with a dose series show IC50 in µM; recombinant LYP phosphatase, fluorescence intensity; higher % means a stronger effect;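 also: plate controls were vehicle with enzyme for no effect and no enzyme for full effect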
NOD2 inhibition: NOD2 signaling inhibitors, cell-based, luminescence, uHTS, HEK293 (AID 1566); actives 0.63% (n = 290,000); HEK293 NOD2/NF-kB luciferase reporter, luminescence; higher % means a stronger effect; one-dose inhibition, % at 4 µM; EC50 in µM for titrated hits; also: many of its hits are not listed in these tables
XIAP displacement: small molecules displacing peptide from XIAP – biochemical, IAP family, fluorescence polarization (AID 1018) | displacement, % at 20 µM; hits with a dose series show IC50 in µM | actives 0.007% (n = 200,000) | XIAP BIR domain, fluorescence polarization peptide displacement; higher % means a stronger effect; in the data active = displacement above about 50%; also: a part of the inactive calls stands beside numbers as strong as those of hits
HIV peptide binding: inhibitors of HIV fusion peptide binding, primary screen, biochemical, uHTS, fluorescence dequenching (AID 1986); inhibition, % at 20 µM, or IC50 in µM where a hit was titrated; actives 0.3% (n = 290,000); cell-free peptide binding, fluorescence dequenching, 30 min; higher % means a stronger effect; in the data active = inhibition mostly above about 52%, no sharp cut-off; inactive = mostly below about 76%; also: some results filed as inactive read as strong as hits
SIAH1 antagonists: blockers of Siah-1 interaction with plectin peptide – biochemical, fluorescence polarization, rhodamine-plectin, uHTS, primary screen (AID 1817); actives 0.02% (n = 290,000); Siah-1 / rhodamine-plectin peptide fluorescence polarization; higher % means a stronger effect; one-dose displacement, % at 20 µM; IC50 in µM for titrated hits;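 active = displacement of at least 50% at 20 µM, with a fluorescence ratio check between 0.3 and a set limit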;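 also: plate controls were Siah plus tracer with DMSO for no effect and tracer alone without Siah for full effect; strong numbers were not always called active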
NS5 inhibitors: flavivirus cap methylation enzyme inhibition – biochemical, confirmation dose response, primary screen (AID 588689). Dengue-2 NS5 methyltransferase capping enzyme assay, biochemical; higher % means a stronger effect. inhibition, % at 25 µM; hits with a dose series show IC50 in µM. actives 0.3% (n = 340,000); in the data active = a potency from the dose series; inconclusive = inhibition above about 29% without an active follow-up result
Myeloid diff 2: promotes myeloid progenitor differentiation; ER-HoxA9 myeloid progenitors, lysozyme-GFP differentiation, flow cytometry; calls only at 10 µM; actives 1% (n = 360,000);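 active = normalized GFP-positive differentiation at or above the plate's own cutoff, the solvent-only control mean plus 3 SD; inconclusive = no clear call, values can overlap the other calls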;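 also: cells exposed to compound for four days before flow analysis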
Lipid droplet cells 6.5 µM: also measured in Lipid droplet; calls as there; cell count; measured here: cell count, cytotoxicity flag;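 cells counted across two imaged fields per well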
Myeloid diff 2 GFP+ MAC1+ %: recorded beside Myeloid diff 2, whose call it bears; GFP+ MAC1+ double positive, %; measured here: differentiation confirmed by MAC1 staining
An asterisk follows results filed as active; i = inactive; ? = inconclusive; / = not tested or not shown; + = active, no number. Rule as the data show it, unless noted: active = inhibition above about 50%; inactive = the rest.

SMILES	Lipid droplet	Lipid droplet cells 6.5 µM	AID2073	LYP phosphatase	NOD2 inhibition	XIAP displacement	HIV peptide binding	SIAH1 antagonists	NS5 inhibitors	Myeloid diff 2	Myeloid diff 2 GFP+ MAC1+ %
O=C(Nc1ccc(N2CCN(C(=O)c3ccco3)CC2)cc1)c1ccc([N+](=O)[O-])cc1Cl	-6	607	3%	-10%	17%	/	-2.8%	-4%	-1%	i	1.8
Cn1cnnc1SCC(=O)Nc1sc2c(c1C#N)CCCCC2	2	768	-15%	1%	-11%	-4.7%	9.8%	-10%	-3%	i	7.7
O=C(CSc1nc(Cc2ccccc2)nc2ccccc12)Nc1ccc2c(c1)OCCO2	/	/	-3%	-3%	8%	-3.2%	-2.6%	2%	-1%	i	1.0
Cc1nc2ccccc2nc1N1CCOCC1	-2	809	14%	-4%	10%	-5.2%	-1.1%	-6%	-2%	i	1.0
O=C1/C(=C/c2ccccc2Cl)SC(=S)N1CCCC(=O)N(CCO)c1ccccc1	-9	831	15%	-3%	12%	/	-2.4%	2%	-2%	i	0.8
O=C(CSc1nnc(CNC(=O)c2c(F)cccc2F)o1)NCc1ccccc1Cl	-8	795	6%	-5%	10%	/	0.3%	3%	-4%	/	/
CCOC(=O)N1CCN(C(=O)c2cn(CCOC)c(=O)c3c2c2ccccc2n3C)CC1	/	/	-4%	-2%	-1%	-1.6%	-2.2%	1%	-5%	i	1.0
O=C(OC1Cn2c(=O)ccc(=O)n2C1)c1ccccc1	-4	632	3%	-3%	3%	-2.9%	-2.3%	-5%	-6%	i	0.6
COc1cccc(C2c3c(oc4ccc(Cl)cc4c3=O)C(=O)N2c2cc(C)on2)c1OC (configuration not stated)	/	/	10%	-8%	19%	-4.0%	0.9%	-3%	4%	i	5.1
CCN1CCN(c2cc(C)c3cc(NC(=O)c4ccc(OC)c(OC)c4)ccc3n2)CC1	/	/	-4%	-10%	-6%	-0.2%	-2.1%	-5%	-3%	?	/
C=CCn1c(SCc2ccc(C#N)cc2)nnc1-c1cccc(OC)c1	/	/	-12%	-5%	-9%	-2.3%	-0.6%	3%	-4%	i	0.3
CCOC(=O)C1=C(O)/C(=C/c2ccc(OCC(=O)O)c(OC)c2)SC1=Nc1ccc(OC)cc1	-11	682	6%	5%	9%	-6.3%	26%	-1%	16%	i	0.6
Fc1ccc(-[n+]2nc(Nc3ccccc3)sc2-c2c3ccccc3cc3ccccc23)cc1	25	763	12%	-5%	4%	/	-7.8%	-2%	1%	i	1.5
CCCOc1cccc(C(=O)NC(=S)Nc2ccc(N3CCN(C)CC3)cc2)c1	-3	677	-9%	2%	13%	-4.9%	-0.1%	-5%	/	i	0.2
COc1ccccc1Oc1ccc(S(=O)(=O)N2CCOCC2)cc1S(=O)(=O)N1CCOCC1	-4	709	0%	1%	10%	-3.8%	1.7%	1%	-2%	i	0.9
CCOc1ccc(NC(=O)Nc2ccc3c(c2)nc(C)n3C)cc1	-3	681	-8%	-7%	-14%	/	-0.5%	12%	-15%	i	1.2
Cc1ccc(-c2nc(C#N)c(NCc3ccco3)o2)cc1	-14	766	13%	-8%	-23%	-10%	-3.1%	-3%	-8%	i	1.1
O=C(Nc1ccn(Cc2c(F)c(F)cc(F)c2F)n1)c1ccc(COc2cc(Cl)ccc2Cl)o1	-28	738	-2%	-6%	-6%	-0.4%	-2.0%	1%	-1%	i	1.1
Cc1ccccc1OCCn1cc(C(=S)N2CCN(C)CC2)c2ccccc21	-42	642	-2%	-3%	-9%	-0.1%	-2.0%	3%	0%	i	0.1
COC(=O)CN1C(=O)[C@H]2[C@@H](/C=C/c3ccccc3)N3C(=O)CN(Cc4ccccc4)C(=O)[C@@]3(C)[C@H]2C1=O	3	765	1%	-15%	15%	/	0.4%	8%	2%	i	2.5
Cc1cc(C(C#N)c2cccc(Cl)c2)n2ncnc2n1 (configuration not stated)	/	/	3%	-5%	31%	0.8%	2.4%	0%	-5%	i	0.8
CCN(CC)C(=O)CC(c1ccc(OC)cc1)c1c(OC)cc(OC)c2ccc(=O)oc12 (configuration not stated)	64*	712*	8%	-8%	24%	/	2.6%	1%	-11%	i	2.5
COc1cccc(-n2c(C)cc(/C=C3/C(=N)N4C(=NC3=O)SN=C4S(C)(=O)=O)c2C)c1	-15	695	31%	7%	-10%	-6.1%	148%	45%	-40%	i	0.9
O=C1CC(c2ccc(F)cc2)Cc2nc(N3CCc4ccccc43)ncc21 (configuration not stated)	/	/	?	-10%	11%	-1.9%	0.2%	-1%	/	/	/
COC(=O)c1ccc2c(c1)N(C)C(=O)CS2	18	754	10%	-9%	-10%	-5.8%	0.1%	-2%	-5%	i	6.0
CCS(=O)(=O)c1nc(S(=O)(=O)c2ccc(C)cc2)c(NCCCN(C)C)s1	-8	680	-6%	-2%	2%	-4.9%	-0.7%	-5%	-2%	i	1.2
CCOc1ccc(-n2c(C)nc3cc(C(=O)NCc4ccc5c(c4)OCO5)ccc32)cc1	-1	683	30%	1%	19%	0.0%	-0.3%	9%	-7%	i	0.3
CCOc1ccccc1N1CCN(C(=O)C(Sc2ccccc2)c2ccccc2)CC1 (configuration not stated)	/	/	-11%	10%	-40%	-4.3%	1.1%	-2%	-3%	i	1.4
O=S(=O)(NCCC1=CCCCC1)c1ccc(Br)cc1	-6	667	3%	0%	7%	/	1.7%	7%	-5%	i	0.7
COc1ccc(OC)c(C2CC(=O)Nc3cc(OC)c(OC)c(OC)c32)c1 (configuration not stated)	-1	789	-9%	-2%	11%	0.7%	0.4%	1%	-2%	i	0.3
Cc1cc(C)cc(NC(=S)N2CCC(c3nc4ccccc4s3)CC2)c1	/	/	?	-9%	21%	-4.3%	-2.9%	2%	-3%	i	7.1
CCNc1ccc2c(Cl)cc(=O)oc2c1	9	682	8%	-1%	-13%	-5.2%	0.8%	-3%	-6%	i	0.2
COc1c(OC)c(O)c2c(=O)cc(-c3c(O)cccc3O)oc2c1OC	-11	681	2%	-3%	10%	0.1%	20%	1%	2%	i	0.8
CCCc1c(C(=O)N/N=C/C(C)=C/c2ccco2)nnn1-c1nonc1N	-2	680	10%	-6%	14%	/	3.5%	8%	-4%	i	2.1
Nc1cccc2c1C(=O)N(C(=O)/C=C/c1ccc(F)cc1)C2=O	7	716	19%	-1%	22%	-4.0%	0.4%	8%	4%	i	0.7
Cc1ccc(C)c(Cc2c(C)nc3c(C(=O)NCc4ccc5c(c4)OCO5)cnn3c2C)c1	5	752	27%	10%	-50%	-6.7%	1.2%	2%	/	/	/
COc1ccc(C(=O)NN2CCOCC2)cc1	-1	826	0%	-8%	-5%	/	0.2%	2%	-11%	i	1.0
Cc1nn(-c2ccccc2)c2nc(Cl)c(C(=O)O)cc12	-2	663	24%	-3%	7%	0.4%	2.3%	8%	-11%	i	0.2
CCOC(=O)Nc1ccc(NC(=O)c2ccccc2F)cc1	2	680	-1%	-3%	-34%	-1.5%	-1.6%	14%	6%	i	0.4
Cc1cccn2c(=O)c(/C=C3\SC(=S)N(CC(C)C)C3=O)c(NCCCOC(C)C)nc12	/	/	33%	-1%	4%	-5.8%	-4.0%	16%	?	+	6.0*
O=C(CCCO)c1ccc2c(c1)OCCO2	5	771	-1%	-5%	-12%	-6.2%	-1.8%	4%	1%	i	2.1
CCCCN(C(=O)/C=C/c1ccco1)c1c(N)n(CC(C)C)c(=O)[nH]c1=O	16	677	34%	-1%	10%	0.4%	-1.3%	2%	-20%	i	0.1
C=CCOc1ccc(C(=O)Nc2ccccc2C(=O)NCc2cccnc2)cc1	-11	828	11%	-8%	-2%	/	1.9%	10%	-7%	i	3.0
Cc1ccc2c(Cl)c(C)c(N3CCCCC3)nc2n1	-2	709	7%	0%	-32%	-4.3%	0.1%	5%	-11%	i	0.3
C/C=C/C=N/NC(=O)CN(c1ccc(Br)cc1)S(=O)(=O)c1ccccc1	6	618	-2%	1%	-11%	-1.5%	-1.4%	1%	-4%	i	0.6
CCOC(=O)C1C(=O)NC(c2ccccc2)=NC1c1ccccc1 (configuration not stated)	/	/	1%	-6%	-4%	-3.6%	2.4%	4%	-9%	i	0.3
COc1cc(C=C(c2nc3ccccc3s2)c2nc3ccccc3s2)ccc1O	11	639	30%	11%	-13%	-6.6%	8.2%	-7%	/	i	0.3
CCOC(=O)CSc1nnc(-c2ccc(OC)cc2)n1CC	/	/	11%	-8%	16%	-5.6%	-0.2%	-5%	-2%	i	1.4

Record cards, as listed above. Values in the order: Lipid droplet	Lipid droplet cells 6.5 µM	AID2073	LYP phosphatase	NOD2 inhibition	XIAP displacement	HIV peptide binding	SIAH1 antagonists	NS5 inhibitors	Myeloid diff 2	Myeloid diff 2 GFP+ MAC1+ %
Cc1nn(-c2ccccc2)c2nc(Cl)c(C(=O)O)cc12 in the list: -2	663	24%	-3%	7%	0.4%	2.3%	8%	-11%	i	0.2
O=C(CCCO)c1ccc2c(c1)OCCO2 in the list: 5	771	-1%	-5%	-12%	-6.2%	-1.8%	4%	1%	i	2.1

(list continues)
SMILES	Lipid droplet	Lipid droplet cells 6.5 µM	AID2073	LYP phosphatase	NOD2 inhibition	XIAP displacement	HIV peptide binding	SIAH1 antagonists	NS5 inhibitors	Myeloid diff 2	Myeloid diff 2 GFP+ MAC1+ %
Cc1ccc(NS(=O)(=O)c2ccc(NC(=O)CN(c3cc([N+](=O)[O-])ccc3C)S(C)(=O)=O)cc2)c(C)c1	3	463	41%	1%	-16%	-4.1%	-1.4%	-5%	-3%	i	0.9
O=C1NC(=O)/C(=C/c2cccc([N+](=O)[O-])c2)N1	-6	660	6%	-2%	-2%	/	0.6%	-3%	-10%	i	0.7
Cc1ccc(-c2n[nH]c(=S)n2/N=C/C=C/c2ccccc2[N+](=O)[O-])cc1	-8	739	-28%	-1%	4%	-44%	-7.3%	1%	1%	i	0.8
COc1ccc2oc(C(=O)OCC(=O)NC3CCCC3)c(C)c2c1	4	828	16%	-8%	19%	/	1.6%	-1%	-6%	i	1.0
Cc1cccc(N2C(=O)CC(Sc3nccc(C)n3)C2=O)c1 (configuration not stated)	-2	786	6%	-7%	9%	/	0.8%	10%	1%	i	0.3
CCOC(=O)c1[nH]c2ccc(Br)cc2c1NC(=O)CCN1CCCC(C)C1 (configuration not stated)	-7	730	-2%	2%	-8%	0.4%	0.1%	0%	/	/	/
COC(C(=O)NCc1ccccc1C)c1ccccc1 (configuration not stated)	10	676	8%	-11%	14%	-3.7%	1.8%	4%	-2%	i	0.2
CCn1cc(C(=O)N[C@@H](CCSC)C(=O)NCCCOC)c(=O)c2cc3c(cc21)OCO3	2	753	9%	-4%	15%	/	2.8%	-2%	3%	i	0.3
CCn1c(SCC(=O)Nc2ccc(F)cc2F)nc2c(c1=O)SCC2	3	685	1%	-8%	1%	/	-2.3%	-2%	-8%	i	5.0
O=C(Nc1ccccc1C(=O)NC1CCCCC1)c1ccccc1	-7	637	16%	-9%	9%	/	0.1%	12%	-1%	i	0.8

Screening results from PubChem.

An excerpt; count on the stated rates, not on these rows.
